Bioassay records deposited in PubChem by National Center for Advancing Translational Sciences (NCATS).
ELG1 repair inh = qHTS screen for small molecules that inhibit ELG1-dependent DNA repair in human embryonic kidney (HEK293T) cells expressing luciferase-tagged ELG1; HEK293T ELG1-luciferase reporter, luminescence, 16 h; DNA damage induced by 5-fluorouridine; Potency, µM (doses to about 46.1 µM), without a hit: at the top dose activity change, negative = inhibition, most hits filed as inhibitors; 330,000 compounds, 2.3% hits; note: potency is the fitted concentration of half-maximal effect; % is set by controls: 0 for no effect and ±100 for the full control effect; nearly all actives have a fitted effect of over 55% in size
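Cells (2,000 per well) received 5-fluorouridine plus test compound or DMSO and were incubated 16 hr at 37 °C, 5% CO2. Luciferase activity was read by luminescence 30 min after ONE-Glo addition; signal suppression marked inhibition of damage-induced ELG1 function.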
RORgamma inh = qHTS for inhibitors of ROR gamma transcriptional activity; Nuclear receptor ROR-gamma (Mus musculus), P51450; Drosophila S2 Gal4-RORgamma UAS-luciferase reporter, 20 h; Potency, µM (highest dose often 53.6 µM), for inactives: at the top dose activity change, negative = inhibition, usual class: inhibitors; 310,000 compounds, 5.4% hits; AID 2551, 2010; note: potency is the fitted concentration of half-maximal effect; % is set by controls: 0 for no effect and ±100 for the full control effect; nearly all actives have a fitted effect of over 60% in size
Target sequence (P51450 whole entry, looked up, the tested form may be a part): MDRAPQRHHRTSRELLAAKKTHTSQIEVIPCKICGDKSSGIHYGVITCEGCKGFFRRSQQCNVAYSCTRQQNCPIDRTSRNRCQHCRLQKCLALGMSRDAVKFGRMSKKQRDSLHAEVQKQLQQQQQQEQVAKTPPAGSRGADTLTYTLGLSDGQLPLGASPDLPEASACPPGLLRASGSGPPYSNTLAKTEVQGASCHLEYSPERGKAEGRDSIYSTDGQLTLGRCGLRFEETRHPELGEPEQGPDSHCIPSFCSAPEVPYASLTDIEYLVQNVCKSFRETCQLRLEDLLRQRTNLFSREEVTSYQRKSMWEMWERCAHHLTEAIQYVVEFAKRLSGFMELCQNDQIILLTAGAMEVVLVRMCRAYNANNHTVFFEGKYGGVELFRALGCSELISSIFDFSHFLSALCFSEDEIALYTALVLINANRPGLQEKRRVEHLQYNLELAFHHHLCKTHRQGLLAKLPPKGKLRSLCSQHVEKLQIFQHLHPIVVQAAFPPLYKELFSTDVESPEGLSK
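ROR gamma transcriptional activity was tracked as Gal4-UAS luciferase output in stably transfected Drosophila Schneider cells, with compound added 1 hr before 700 uM copper sulfate induction and a 20 hr ambient-temperature incubation.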
TRPV1 agonist = HTS Assay for Compounds that Act as Agonists of the Vanilloid Receptor 1. activation, % at 8.33 µM. TRPV1-expressing cells, Fluo-8 calcium influx, agonist mode. Transient receptor potential cation channel subfamily V member 1 (Homo sapiens), Q8NER1. 320,000 compounds, 0.19% hits; in the data active = activation above about 80%; inconclusive = between about 30% and that limit; note: 0% is about no effect
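Fluo-8 calcium influx in TRPV1-expressing cells, kinetic read (ex 480/em 520 nm). Compound added and read 3 min for agonist activity, followed by capsaicin at EC20 final and 2 min further read for enhancement.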
BRCA1 expr act = qHTS Assay to Identify Small Molecule Activators of BRCA1 Expression | MCF7-BRCA1-FFLuc reporter, luminescence, 48 h; response scale: scaled: vehicle 0%, 10 µM genistein 100% | Potency, µM (top dose mostly 46.1 µM), inactives show top-dose activation, most hits filed as activators | 380,000 compounds, 1.1% hits | AID 624202, 2012; note: potency is the fitted concentration of half-maximal effect; nearly all actives have a fitted effect of over 80% in size; some results filed as inactive show a strong effect at the top dose
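Cells: MCF7-BRCA1-FFLuc, 2000/well. Exposure: 48 h, 37 °C, 5% CO2. Read: luminescence, 15 min post-substrate. Controls: genistein 10 microM (maximal activation), DMSO (neutral).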
NPC1 prom act = qHTS Assay for NPC1 Promoter Activators. Huh7 NPC1 promoter luciferase reporter, 24 h. Potency, µM (series often up to 9.22 µM), inactives show at the top dose activation, hits mostly activators. 320,000 compounds, 2.4% hits;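 note: potency is the fitted concentration of half-maximal effect; % of control where 0% means no effect; nearly all actives have a fitted effect of over 60% in size; reporter is driven by a mutant NPC1 promoter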
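Stable NPC1-promoter luciferase Huh7 line; cpd (DMSO) 24 h, 37 °C, 5% CO2; Amplite luciferase reagent 10 min RT; luminescence readout. qHTS format.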
FLuc modulator = qHTS profiling assay for firefly luciferase inhibitor/activator using purifed enzyme and Km concentrations of substrates (counterscreen for miR-21 project); Luciferin 4-monooxygenase (Photinus pyralis), P08659; purified FLuc, Km substrates, luminescence inhibition; Potency, µM (doses to about 57.5 µM), for the others: top-dose activity change, negative = inhibition, actives largely listed as inhibitors; 360,000 compounds, 6.9% hits; AID 588342, 2011;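 note: potency is the fitted concentration of half-maximal effect; plate controls were vehicle for no effect and reference inhibitor for full effect; nearly all actives have a fitted effect of over 55% in size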
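Biochemical qHTS of compounds, final roughly 60 µM downward over six points, against 10 nM purified firefly luciferase using Km concentrations of substrates (10 uM D-luciferin, 10 uM ATP) in Tris acetate pH 7.5 buffer; luminescence output.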
p53 reactivator = qHTS assay for re-activators of p53 using a Luc reporter. H1299 p53-A138V BP100-luciferase reporter, luminescence, 24 h. Potency, µM (doses to about 92.2 µM), inactives show top-dose activity change, positive = activation, hits mostly activators. 320,000 compounds, 0.063% hits. AID 504706, 2011; note: potency is the fitted concentration of half-maximal effect; % of control where 0% means no effect; nearly all actives have a fitted effect of over 45% in size
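p53-null H1299 cells stably carrying temperature-sensitive p53-A138V and a BP100-luciferase reporter were pinned with compounds (4-point, 1:5 series) and held 24 hrs at 37 deg C. Luminescence was read 10 min after detection reagent.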
Tb PFK inh = qHTS Assay to Find Inhibitors of T. brucei phosphofructokinase | ATP-dependent 6-phosphofructokinase (Trypanosoma brucei brucei), O15648 | T. brucei PFK, ADP-Glo luminescence | Potency, µM (highest dose often 57.5 µM), without a hit: top-dose activity, negative = inhibition, actives largely listed as inhibitors | 330,000 compounds, 0.17% hits;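 note: potency is the fitted concentration of half-maximal effect; 0% = uninhibited 1x PFK enzyme wells and -100% = no-enzyme wells; nearly all actives have a fitted effect of over 60% in size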
Target sequence (O15648 whole entry, looked up): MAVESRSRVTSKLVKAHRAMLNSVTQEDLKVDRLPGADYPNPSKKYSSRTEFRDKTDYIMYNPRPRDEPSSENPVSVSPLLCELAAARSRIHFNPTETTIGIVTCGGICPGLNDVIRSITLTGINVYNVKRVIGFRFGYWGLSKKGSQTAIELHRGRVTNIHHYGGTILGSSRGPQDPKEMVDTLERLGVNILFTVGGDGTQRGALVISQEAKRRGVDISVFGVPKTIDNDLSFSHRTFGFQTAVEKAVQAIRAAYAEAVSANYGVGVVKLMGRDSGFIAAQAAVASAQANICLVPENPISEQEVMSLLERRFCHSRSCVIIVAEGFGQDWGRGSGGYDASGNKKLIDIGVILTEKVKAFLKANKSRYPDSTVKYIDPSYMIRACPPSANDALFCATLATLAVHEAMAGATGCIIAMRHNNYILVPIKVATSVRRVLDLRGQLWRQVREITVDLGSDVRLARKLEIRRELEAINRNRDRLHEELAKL
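1.25 nM PFK with 0.5 mM F6P and 0.1 mM ATP in 0.1 M TEA pH 8.0, 5 mM MgCl2, incubated 45 min at room temperature; ADP measured by ADP-Glo luminescence; compounds titrated up to 57 uM.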
VP16 counter = VP16 counterscreen qHTS for inhibitors of ROR gamma transcriptional activity; Drosophila S2 Gal4-VP16 UAS-luciferase, luminescence, 20 h; Potency, µM (highest dose often 53.6 µM), without a hit: at the highest dose activity, negative = inhibition, most hits filed as inhibitors; 310,000 compounds, 3.5% hits;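 note: Gal4-VP16 expression switched on by copper sulfate through the metallothionein promoter; potency is the fitted concentration of half-maximal effect; % is set by controls: 0 for no effect and ±100 for the full control effect; nearly all actives have a fitted effect of over 50% in size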
Rab9 prom act = qHTS Assay for Rab9 Promoter Activators; 320,000 compounds, 2.8% hits; AID 485297, 2010; Potency, µM (highest dose often 9.22 µM), for the others: top-dose activation, negative = inhibition, actives largely listed as activators; Huh7 Rab9 promoter-luciferase reporter, luminescence, 24 h; note: potency is the fitted concentration of half-maximal effect; % of control where 0% means no effect; nearly all actives have a fitted effect of over 60% in size
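Quantitative HTS format; Huh7 Rab9-luciferase reporter cells (1500/well) receive compound 2 h post-plating, incubate 24 h at 37 °C, then get luciferase reagent for 10 min before luminescence reading.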
ELG1 genotox = qHTS screen for small molecules that induce genotoxicity in human embryonic kidney (HEK293T) cells expressing luciferase-tagged ELG1. HEK293T ELG1-luciferase reporter, luminescence, 16 h. Potency, µM (series often up to 46 µM), for the others: at the highest dose activity change, positive = activation, actives largely listed as activators. 330,000 compounds, 1.3% hits. AID 504466, 2011; note: potency is the fitted concentration of half-maximal effect; % of control where 0% means no effect; nearly all actives have a fitted effect of over 60% in size
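Luminescence read-out: rising ELG1-luciferase signal, reflecting elevated ELG1 protein under genetic stress, flags genotoxic compounds. Cells were treated for 16 hr at 37 °C before ONE-Glo detection.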
An asterisk follows results filed as active; ? = inconclusive; · = not tested or not shown; & = joins results of further samples; [ ] = remark or other dose. Unless noted, calls come from the whole dose curve; as a rule, active = well fitted curve in the direction sought with a large enough effect; inconclusive = small, poorly fitted or top-dose-only effect, or another doubt; inactive = no such curve, though single readings can be large; an effect the other way counts as inactive or inconclusive.

SMILES	ELG1 repair inh	RORgamma inh	TRPV1 agonist	BRCA1 expr act	NPC1 prom act	FLuc modulator	p53 reactivator	Tb PFK inh	VP16 counter	Rab9 prom act	ELG1 genotox
O=C(Nc1ccc2c(c1)OCCO2)c1ccc(S(=O)(=O)N2CCCCC2)cc1	?	35%	?	50%	3%	?	?	2%	0%	?	5%
CSc1ccc(Cl)c(C(=O)Nc2nccs2)c1	-2%	-34%	13	-38%	-1%	-10%	1%	-3%	5%	-1%	-5%
N#Cc1ccc(OCC(=O)OCC(=O)NC2CC2)cc1	24%	·	·	-12%	·	·	-1%	-2%	·	·	1%
Cc1ccc(CNC(=O)C(CC(C)C)OC(=O)c2ccco2)cc1 (configuration not stated)	?	24%	20	19%	2%	0%	1%	1%	0%	2%	2%
O=C(c1cc(-c2ccc(Br)cc2)nc2ccccc12)N1CCC1	-15%	·	19	-30%	-1%	17µM*	3%	-1%	·	-7%	-9%
CSCC[C@H](NC(=O)C1CCN(S(=O)(=O)c2ccc(C)cc2)CC1)C(=O)NC1CCS(=O)(=O)C1 (some centres not stated)	9%	-19%	1	0%	1%	-2%	1%	-5%	-18%	1%	2%
Clc1ccc(SCCCCN2CCOCC2)cc1	4%	2%	0	-15%	-5%	-3%	8%	-12%	-13%	4%	-2%
Cc1ccc(-c2nc(CS(=O)CC(=O)N3CCN(c4ccccc4)CC3)c(C)o2)cc1 (configuration not stated)	-3%	14%	17	-22%	-5%	4%&0%	-7%	1%	-2%	-14%	-4%
Cc1ccc(OCCNC(=O)CNC(=O)c2ccc3c(c2)OCO3)cc1	-3%	·	3	8%	-2%	0%	1%	8%	·	-4%	-2%
CCN(CC)c1nc(N)nc(N(c2ccccc2)c2ccccc2)n1	1%	-26%	28	-9%	-1%	-1%	2%	-1%	0%	-5%	3%
ClCc1c2ccccc2cc2ccccc12	6%	·	-2	0%	0%	-5%	3%	-6%	·	10%	-1%
Cc1ccc(S(=O)(=O)NCC(=O)N(CC(=O)NCc2ccco2)Cc2ccccc2)cc1	7%	27%	1	18%	0%	0%	2%	3%	17%	0%	0%
O=C(CCNC(=O)c1ccc([N+](=O)[O-])cc1)NC1CCCCCC1	24%	·	3	21%	6%	·	?	-7%	·	12%	4%
CCOC(=O)N1CCN(C(=O)CNC(=O)c2ccc(Cl)cc2Cl)CC1	14%	·	1	-10%	-3%	4%	0%	-1%	·	0%	1%
Cc1cccc(OCCCC(=O)Nc2nccs2)c1C	-15%	3.2µM*	?	-10%	-1%	-1%	-2%	3%	-2%	-10%	-2%
COC(=O)CCc1c(C)nn(-c2ccccc2)c1C	?	2%	6	-4%	28%	?	30%	-10%	2%	28%	?
COc1cc(C(=O)NCCc2c[nH]c3ccccc23)ccc1OCc1c(C)noc1C	?	41%	9	-20%	3%	-6%	-5%	-4%	0%	-3%	-3%
O=C(O)c1cc(NCc2ccccc2C(F)(F)F)ccc1N1CCOCC1	-11%	33%	-1	0%	5%	-1%	-2%	-7%	-2%	-1%	-1%
C=CSc1sc(Cl)c(N(CC)CC)c1[N+](=O)[O-]	4%	-15%	0	-11%	-1%	2%	11%	1%	4%	-2%	-1%
O=C(NCCc1ccccc1)/C(=C/c1ccco1)c1ccccc1	-3%	20%	?	-12%	4%	-5%	0%	-1%	?	1%	0%
Cc1ccc(C)c(OCC(=O)NC2CCCCCC2)c1	0%	3%	?	30%	12%	?	12%	-3%	24%	24%	1%
O=C(CSc1nc2ccccc2o1)N1c2ccccc2Sc2ccccc21	4%	-3%	2	-57%	-2%	5%	-9%	4%	-4%	0%	3%
CCOC(=O)c1nc(S(C)(=O)=O)ncc1Cl	?	4µM*	-3	-80%[inhibitor]	-34%[inhibitor]	2%	-42%[inhibitor]	-15%	5µM*	-16%	?
Cc1c(C(=O)O)cccc1N1C(=O)Nc2ccccc2N1O	-1%	11%	1	-1%	1%	10%	-2%	8%	-3%	3%	-3%
Cc1cccc(NC(=O)c2sc3ncn(CC(=O)N4CCN(c5ccccn5)CC4)c(=O)c3c2C)c1	?	20%	1	2%	0%	?	-5%	2%	-6%	-1%	-12%

The listing continues:
SMILES	ELG1 repair inh	RORgamma inh	TRPV1 agonist	BRCA1 expr act	NPC1 prom act	FLuc modulator	p53 reactivator	Tb PFK inh	VP16 counter	Rab9 prom act	ELG1 genotox
Nc1nc(SCC(=O)N2CCc3ccccc32)[nH]c(=O)c1-c1ccccc1	-7%	18%	4	3%	0%	-1%	-6%	0%	0%	-3%	1%
COc1ccc(N2CCN(CC(=O)N3c4ccccc4CC3C)CC2)cc1 (configuration not stated)	?	5%	2	-9%	0%	2%	-5%	-1%	-6%	9%	-3%
O=C(CN1CCCc2ccccc21)NC(=O)NC1CCCCC1	0%	0%	28	-25%	0%	-8%	-2%	-1%	8%	-2%	-2%
CCOc1ccccc1NC(=O)C1CCN(S(=O)(=O)c2ccc(OC)c(OC)c2)CC1	8%	-5%	-2	-1%	-8%	3%	-6%	-2%	5%	1%	-4%
COc1ccc(C(C)=O)cc1COC(=O)c1cccnc1Cl	0%	-4%	-1	-1%	-1%	0%	-2%	3%	1%	0%	4%
CCCCc1n[nH]c(=S)n1Cc1ccccc1	2%	4µM*	-2	-4%	0%	-1%	17%	-4%	16µM*	0%	0%
O=C(N/C(=C\c1ccccc1)C(=O)N1CCOCC1)c1ccccc1Cl	1%	13%	-4	-11%	2%	8%	4%	15%	-11%	6%	1%
COc1ccc(CN2CCC(Cc3ccccc3)CC2)cc1OC	-14%	-17%	2	-10%	-1%	8%	·	4%	-2%	-2%	-7%
CC(C)[C@@H](C(=O)NCC1CCCO1)N1C(=O)N2CCc3c([nH]c4ccccc34)[C@@]2(C)C1=O (some centres not stated)	0%	-1%	-3	-11%	1%	1%	·	-1%	0%	0%	0%
COc1ccc(Cl)cc1C(=O)NNC(=O)CSc1nnnn1C	3%	-5%	2	-39%	1%	-5%	-3%	2%	18%	16%	-2%
CCCCn1c(SCC(=O)N2CCc3ccccc32)nnc1-c1ccncc1	-16%	?	-5	3%	-2%	-1%	-5%	8%	-19%	-2%	-5%
Cc1cc(C(=O)CSc2n[nH]c(-c3ccccc3F)n2)c(C)n1Cc1cccs1	4%	44%	?	4%	0%	17µM*	13%	-1%	10%	-5%	-5%

Six successive records from above, for reference:
SMILES	ELG1 repair inh	RORgamma inh	TRPV1 agonist	BRCA1 expr act	NPC1 prom act	FLuc modulator	p53 reactivator	Tb PFK inh	VP16 counter	Rab9 prom act	ELG1 genotox
Nc1nc(SCC(=O)N2CCc3ccccc32)[nH]c(=O)c1-c1ccccc1	-7%	18%	4	3%	0%	-1%	-6%	0%	0%	-3%	1%
COc1ccc(N2CCN(CC(=O)N3c4ccccc4CC3C)CC2)cc1 (configuration not stated)	?	5%	2	-9%	0%	2%	-5%	-1%	-6%	9%	-3%
O=C(CN1CCCc2ccccc21)NC(=O)NC1CCCCC1	0%	0%	28	-25%	0%	-8%	-2%	-1%	8%	-2%	-2%
CCOc1ccccc1NC(=O)C1CCN(S(=O)(=O)c2ccc(OC)c(OC)c2)CC1	8%	-5%	-2	-1%	-8%	3%	-6%	-2%	5%	1%	-4%
COc1ccc(C(C)=O)cc1COC(=O)c1cccnc1Cl	0%	-4%	-1	-1%	-1%	0%	-2%	3%	1%	0%	4%
CCCCc1n[nH]c(=S)n1Cc1ccccc1	2%	4µM*	-2	-4%	0%	-1%	17%	-4%	16µM*	0%	0%
